From PubChem BioAssay
NPR1 activator: GC-A stimulated cGMP production enhancers – HEK293 GC-A cells, cGMP TR-FRET, EC30 ANP, primary screen | 0% at EC30 ANP, 100% saturating ANP | activation, % at 10 µM | 370,000 compounds, 0.14% hits | AID 1671463, 2021; in the data active = activation above about 40%
GC-B act: human GC-B receptor activators, primary screen, HEK293 GC-B cells, cGMP TR-FRET, EC30 CNP | Atrial natriuretic peptide receptor 2 (Homo sapiens), P20594 | 0% at EC30 CNP, 100% saturating CNP | activation, % at 10 µM | 370,000 compounds, 0.11% hits;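 active = activation at 10 µM reaching about 35% in either raw or pattern-adjusted values, limit read from the data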
SMARCA2 act: SMARCA2 (BRM) function activators, primary screen, cell-based, luminescence, high throughput. MG213 cells, MMTV-luciferase reporter, dexamethasone, overnight. activation, % at 9.1 µM. 370,000 compounds, 1% hits. AID 652017, 2013; in the data active = activation above about 7.8%;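 note: 0% = vehicle wells and 100% = reference activator wells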
hcDAF12 agonist: H. contortus DAF-12 nuclear receptor activators, primary screen, cell-based, luminescence, HEK293, lit1-tk-luc reporter | 370,000 compounds, 1.4% hits | HEK293 hcDAF-12 lit1-tk-luc reporter; 0% DMSO, 100% Δ7-dafachronic acid | activation, % at 6.8 µM;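 active = activation above the mean of all tested compounds plus 3 SD, cut at about 5.5% in these data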;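 note: 100% = response to 3 µM Δ7-dafachronic acid high control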
DAX1 inh-1: DAX1 (NR0B1) inhibitors on StAR promoter, primary screen, cell-based, luminescence, SF-1 (NR5A1), full-length DAX-1; HEK293T StAR-luciferase reporter, SF-1/DAX-1 repression relief; inhibition, % at 6.8 µM; 370,000 compounds, 1.1% hits; AID 652010, 2013;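 active = inhibition above the mean over all tested compounds plus 3 SD, cut at about 3.6% in these data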;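 note: 0% = DAX-1 cells with DMSO and 100% = cells lacking DAX-1 with DMSO; higher inhibition means more luminescence from relief of DAX-1 repression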
ssDAF12 agonist: S. stercoralis DAF-12 nuclear receptor activators, primary screen, cell-based, luminescence, HEK293, GRIP1 co-expression, lit1-tk-luc | 370,000 compounds, 1% hits | activation, % at 6.8 µM | Nuclear hormone receptor DAF-12 (Strongyloides stercoralis) | HEK293 ssDAF-12/GRIP1 lit1-tk-luc reporter; % of 3 µM dafachronic acid response;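 active = activation above the mean over all tested compounds plus 3 SD, cut at about 0.9% in these data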;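 note: 0% = DMSO-only wells and 100% = 3 µM delta7-dafachronic acid wells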
DAX1 inh-2: DAX1 (NR0B1) inhibitors, primary screen, cell-based, HEK293, Gal4-DAX1, luciferase luminescence. Nuclear receptor subfamily 0 group B member 1 (Homo sapiens), P51843. HEK293 Gal4-DAX1 luciferase reporter. inhibition, % at 6.75 µM. 340,000 compounds, 0.99% hits. AID 504766, 2011;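 active = inhibition above the mean over all tested compounds plus 3 SD, cut at about 4.2% in these data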;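 note: 0% = DAX1-transfected cells with DMSO and 100% = empty-vector control cells with DMSO; inhibition shows as a rise in luminescence from relieved DAX1 repression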
Target sequence (P51843 207-470 limits assumed): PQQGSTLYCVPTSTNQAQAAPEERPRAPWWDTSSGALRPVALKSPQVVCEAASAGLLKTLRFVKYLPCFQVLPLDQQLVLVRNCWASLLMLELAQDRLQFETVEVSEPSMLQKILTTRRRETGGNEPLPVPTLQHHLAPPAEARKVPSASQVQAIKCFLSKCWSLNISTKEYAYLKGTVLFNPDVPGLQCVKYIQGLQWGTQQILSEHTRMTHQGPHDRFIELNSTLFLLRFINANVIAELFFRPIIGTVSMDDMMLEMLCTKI
FXN GAA850 act: FXN promoter activators, primary screen, cell-based, luciferase luminescence, HEK293 lucGAA850 | activation, % at 6 µM | AID 540364, 2011 | HEK293 lucGAA850 FXN promoter luciferase reporter, 24 h; percent of 10 µM SAHA response | 360,000 compounds, 0.56% hits;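 active = activation above the average of all compounds screened plus 3 SD, cutoff fixed separately per campaign, cut at about 7.5% in these data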;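 note: 0% = DMSO wells and 100% = 10 µM SAHA wells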
hgDAF-12 ag: H. glycines DAF-12 receptor agonists, primary screen, cell-based, luminescence, HEK293, GAL4 fusion, UAS-luciferase | Nuclear hormone receptor DAF-12 (Heterodera glycines), GAL4 fusion | HEK293 GAL4-hgDAF12 UAS-luciferase reporter, agonist luminescence; normalized to butyrate control | activation, % at 6.8 µM | 370,000 compounds, 1.8% hits | AID 687014, 2013;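 active = activation above a cutoff set at the mean of all screened compounds plus 3 SD, cut at about 10% in these data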;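 note: 0% = DMSO wells and 100% = sodium butyrate wells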
sPLA2-III inh: human group III sPLA2 inhibitors, primary screen, biochemical, QFRET, BODIPY PC-A2 liposome substrate | Group 3 secretory phospholipase A2 (Homo sapiens), Q9NZ20 | QFRET BODIPY PC-A2 liposome hydrolysis, fluorescence | inhibition, % at 12.2 µM | 370,000 compounds, 0.56% hits | AID 743126, 2013;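 active = inhibition above mean plus 3 SD of compounds lying within the high and low control bounds, cut at about 19% in these data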;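 note: 0% = median of test compound wells and 100% = no enzyme DMSO wells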
Target sequence (Q9NZ20 whole entry, looked up): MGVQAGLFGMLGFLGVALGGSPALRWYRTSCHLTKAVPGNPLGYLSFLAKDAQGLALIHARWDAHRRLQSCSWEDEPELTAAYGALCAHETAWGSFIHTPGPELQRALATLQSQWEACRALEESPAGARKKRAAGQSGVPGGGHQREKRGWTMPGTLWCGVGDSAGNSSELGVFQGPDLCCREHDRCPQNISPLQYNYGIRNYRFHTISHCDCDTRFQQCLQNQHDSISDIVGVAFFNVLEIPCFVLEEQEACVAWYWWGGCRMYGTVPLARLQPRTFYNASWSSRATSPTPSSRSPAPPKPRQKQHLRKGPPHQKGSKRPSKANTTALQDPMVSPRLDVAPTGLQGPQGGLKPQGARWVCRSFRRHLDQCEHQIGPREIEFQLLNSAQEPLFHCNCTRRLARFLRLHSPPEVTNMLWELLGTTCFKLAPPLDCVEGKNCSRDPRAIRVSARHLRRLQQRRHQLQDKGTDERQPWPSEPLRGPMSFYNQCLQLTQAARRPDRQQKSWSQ
proKLK7 act: proKLK7 zymogen activators, primary screen, biochemical, fluorescence intensity. 370,000 compounds, 0.9% hits. AID 652039, 2013. purified proKLK7, EDANS-DABCYL substrate fluorescence; 100% is mature enzyme control, 0% vehicle. Kallikrein-7 (Homo sapiens), P49862. activation, % at 7 µM;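 active = activation above the mean of all tested compounds plus 3 SD, computed per campaign excluding outliers beyond control limits, cut at about 13% in these data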
Target sequence (P49862 whole entry, looked up): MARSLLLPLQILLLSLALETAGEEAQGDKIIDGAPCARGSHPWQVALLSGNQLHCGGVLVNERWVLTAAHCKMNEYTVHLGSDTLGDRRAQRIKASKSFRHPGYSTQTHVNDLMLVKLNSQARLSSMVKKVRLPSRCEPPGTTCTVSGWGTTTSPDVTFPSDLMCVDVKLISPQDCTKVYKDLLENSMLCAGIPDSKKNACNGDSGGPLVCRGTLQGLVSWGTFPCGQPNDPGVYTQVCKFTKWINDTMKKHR
* = called active by the depositor; x = no result given.

SMILES	NPR1 activator	GC-B act	SMARCA2 act	hcDAF12 agonist	DAX1 inh-1	ssDAF12 agonist	DAX1 inh-2	FXN GAA850 act	hgDAF-12 ag	sPLA2-III inh	proKLK7 act
COc1cccc(Oc2ccc(S(=O)(=O)N3CCOCC3)cc2[N+](=O)[O-])c1	0	-7	-2	-4.5	-3.2	-2.1	0.5	0.8	-2.3	6	0.6
O=C(CSc1ccc(C(F)(F)F)cn1)Nc1ccccc1	6	-1	1	-0.4	0.2	-1.8	1.1	0.7	-0.1	-3	0.1
CCN(Cc1ccc2c(c1)OCO2)C(=O)CSc1ncnc2sccc12	-4	0	4	0.1	-0.6	-0.8	-0.1	3.5	-0.1	-4	0.2
Cn1ccc2c(-c3ccc4[nH]ccc4c3)cc3c(c21)C1CCC3O1 (configuration not stated)	-6	-8	-1	2.5	2.4	-1.2	x	x	1.4	-18	-1.2
CCCN1C2=NCCCN2c2ccccc21	-5	2	-1	-1.4	0.1	-0.9	1.2	1.9	-0.9	3	0.0
O=C(Nc1ccccc1N1CCOCC1)C1=COCCO1	1	4	-2	2.0	0.5	-1.5	-0.2	-1.5	1.0	6	0.1
COc1ccc(N(C)C(=O)c2ccc3c(Cl)c4c(nc3c2)CCCC4)c(OC)c1	-38	-16	-4	-1.1	-0.4	-0.8	-0.2	-3.1	-2.3	-15	0.0
COc1ccccc1C1(CC(=O)Nc2nccs2)CCOC(C(C)C)C1 (configuration not stated)	-13	-9	-1	-3.6	-2.0	-2.5	-2.9	-1.5	-1.8	-2	0.2
NC(=O)CC[C@H](NC(=O)OCc1ccccc1)C(=O)OCc1ccc(Cl)cc1	-4	-1	6	0.2	0.1	-1.4	0.2	3.7	-0.4	-8	-0.5
O=C(OCC(=O)N1CCN(C(=O)c2ccco2)CC1)c1c(Cl)cccc1Cl	0	6	4	-1.1	-0.8	-1.4	-0.4	-0.2	-2.8	1	-0.2
CN=c1scc(-c2ccccc2F)n1/N=C(\C)c1cccnc1	-10	-4	2	4.2	2.7	0.4	1.9	5.5	15*	9	0.6
CCOC(=O)CNC(=O)c1ccc(C)cc1	-2	3	3	0.5	0.1	-1.0	2.1	-0.7	1.7	2	-0.5
O=C1CC(Cc2ccccc2)C(=O)N1CCCn1ccnc1 (configuration not stated)	3	-4	0	-0.7	0.6	-1.5	x	x	-1.2	-2	-0.3
CC(C)(C)S(=O)N1C[C@@H]2CC(=O)C(CCO)=C2[C@H]1CCO (some centres not stated)	2	-3	-5	-0.6	-0.8	-1.6	x	x	0.0	10	-0.2
CCC(C(=O)OCC(=O)Nc1c(Cl)cc(Cl)cc1Cl)c1ccccc1 (configuration not stated)	-3	-3	-4	-1.3	-0.7	-0.4	-0.8	1.2	7.2	-2	0.6
COc1ccc(-c2ccc3c(n2)CCCN3S(=O)(=O)c2ccc(C)cc2)cc1	0	3	-5	-0.1	-0.5	-0.9	x	x	1.4	3	1.0
Cc1cc(C)c(NC(=O)CCCSc2nnc(N)s2)c(C)c1	-1	1	0	-0.6	-0.7	-1.4	-0.2	-0.4	4.4	-3	-0.1
O=C(CCCn1c(=S)[nH]c2cc3c(cc2c1=O)OCO3)N1CCN(c2ccccc2)CC1	-3	-7	2	-1.3	-0.9	-1.2	-1.8	-0.8	-0.4	6	0.2
Cc1ccc(OCC(=O)NC2CCSc3ccccc32)cc1 (configuration not stated)	-2	0	-1	-0.1	2.4	-0.3	0.4	4.1	-0.8	5	-0.2
C[C@H]1COc2cccc(N(C)CCO)c2S(=O)(=O)N1	4	0	2	-0.7	1.2	-0.9	x	x	2.4	0	0.0
CC(C)c1ccc(C2/C(=C(\O)c3ccc4c(c3)OCCO4)C(=O)C(=O)N2CCN2CCOCC2)cc1 (configuration not stated)	0	-2	-4	0.4	-0.1	-0.9	-0.1	4.3	0.0	-3	-0.2
CCCCN(C)CCNC(=O)CCn1nc(-c2ccc(C)cc2)ccc1=O	-8	3	-1	0.5	0.2	-0.9	1.0	0.9	3.8	-8	-0.1
Cc1cc(C)c2nc(-n3nc(C)cc3N)cc(C)c2c1	-3	-6	10*	5.7*	1.4	-0.1	1.0	6.7	6.6	-2	0.2
O=C(O)c1cccc2cc(-c3ccccc3)oc(=O)c12	3	3	-1	-0.6	-0.3	-1.3	1.4	-0.3	1.7	1	0.9
Clc1ccc(CN2CCC(c3ccccc3)CC2)cc1	-12	1	0	0.3	0.0	-0.6	3.1	3.1	0.1	-2	-0.2
COc1cc(C(=O)Nc2ncccc2C)ccc1OCC(=O)N1CCOCC1	4	-7	1	-1.7	1.6	-1.1	0.5	1.4	-1.8	16	-0.3
C[C@H]1CN=C(Nc2ccccc2)N1CC1CCCCC1	-3	3	1	-1.5	0.3	0.1	1.9	1.5	0.0	6	-0.5
Cc1ccc(/C=C2\Oc3c(ccc(O)c3CN3CCN(C)CC3)C2=O)cc1	2	2	-4	-1.5	-0.5	-1.9	0.2	0.5	-3.0	-6	58*
O=[N+]([O-])c1ccc(N2CCN(CC(O)COc3ccccc3)CC2)cc1 (configuration not stated)	-3	-6	-5	-0.4	-1.2	-1.2	-1.9	-4.5	-2.3	-3	-0.9
CC(=O)Nc1ccc(C(=O)N2CCN(C(=O)c3ccco3)CC2)cc1	2	0	-1	-1.1	0.3	-1.5	-0.2	1.4	3.2	0	0.4
Nc1nc2c(ncn2[C@@H]2O[C@H](CNCc3ccc(Oc4cc(-n5cccn5)ncn4)cc3)[C@@H](O)[C@H]2O)c(=O)[nH]1	34	35	-5	-2.2	0.3	-0.4	x	x	-2.5	3	0.7
CCCN(Cc1nnc(-c2cccs2)o1)C(=O)c1cccc(S(=O)(=O)N2CCOCC2)c1	-1	1	0	1.2	-0.4	-1.2	0.5	-0.3	-2.0	7	-0.3
CCC(C)Oc1nc2ccccc2nc1NS(=O)(=O)c1ccccc1 (configuration not stated)	-1	-2	-3	0.7	-0.2	-0.1	0.8	-1.8	-0.8	-3	1.4
Cc1ccc2c(c1)N(CCCC(=O)NCCCN1CCCCC1)C(=O)CO2	1	3	-1	0.7	-0.1	-1.2	0.8	0.2	1.6	-3	-0.3
OC[C@@H]1CN(Cc2cccnc2)C[C@H](n2cnc3c(N4CCCC4)ncnc32)O1	5	5	-6	-0.9	-1.0	-0.3	x	0.9	0.6	13	0.3
Nc1cccc(Nc2ncnc3ccccc23)c1	-2	-6	-3	-0.3	0.3	-1.0	2.8	1.5	-0.6	10	0.4
O=C(C1=C[C@H](c2ccccc2)C[C@H](OCc2ccc(CO)cc2)O1)N1CCN(Cc2ccc3c(c2)OCO3)CC1	-5	-5	-2	-0.3	-1.1	-1.8	0.4	-1.9	-1.7	-39	-0.2
O=S(=O)(c1cnccc1N1CCN(/N=C/c2ccccc2)CC1)N1CCCCC1	-1	-7	1	-0.2	1.0	-1.4	-0.3	0.4	0.1	7	0.3
O=C1Cc2cc(NS(=O)(=O)c3ccc(Cl)cc3)cc3c2N1CCC3	-6	1	-2	-1.1	-0.7	-1.1	1.5	-2.0	1.2	-18	-0.5
CCOc1ccc(NS(=O)(=O)c2ccc(C(=O)NCC3(N4CCCCC4)CCCCC3)cc2)cc1	-3	7	-2	-1.5	4.5*	-0.1	1.0	-0.8	1.7	-8	0.1
CCN1C(=O)/C(=C\c2ccncc2)SC1=Nc1ccc(C)c(C)c1	-2	2	4	0.6	0.1	-0.6	-0.2	7.5	-0.5	2	-0.3
C=CCNC(=O)COc1ccc(S(=O)(=O)Nc2ccc(OCC)cc2)cc1	0	-3	-4	-1.7	-0.5	-1.6	0.7	0.2	-0.9	0	0.5
COC(=O)c1ccccc1NC(=O)/C=N/O	0	3	-5	-0.6	-0.8	-0.3	0.0	4.1	-3.0	-21	0.4
Cc1ccc(/C=N/NC(=O)CN(Cc2ccccc2)S(=O)(=O)c2ccc3c(c2)OCCO3)cc1	-3	3	-5	-1.7	-0.6	-1.9	-1.9	1.1	1.5	-13	0.2
COc1cc(OC)c2c(C)c(Cl)c(=O)oc2c1	0	3	2	-1.5	-0.4	-0.9	-1.0	1.8	3.8	10	15*
NC(=O)C1CCN(C(=O)CCC(=O)c2cccs2)CC1	2	3	-3	1.0	1.2	-0.5	-0.5	2.1	0.3	14	0.0
COC(=O)[C@]12C[C@H](CC(=O)NCCc3ccccc3OC)C(=O)N(CCc3ccc(OC)c(OC)c3)C1=C[C@H](C1CCCC1)O[C@@H]2C	-3	-2	-3	0.9	-0.8	-0.3	x	x	1.4	-15	0.5
Cc1onc(-c2c(F)cccc2Cl)c1C(=O)c1ccccc1	-4	2	-3	-1.1	-0.9	-1.0	-1.3	-0.9	-0.7	14	-0.5
Cc1cccc(NC(=O)C2CCN(C(=O)c3ccc(F)cc3)CC2)n1	-1	3	1	-0.3	-0.6	-1.4	-0.3	0.9	-0.6	7	-0.7
CCOc1ccc(OCCSc2ccc(S(=O)(=O)N3CCN(C)CC3)cn2)cc1	2	2	-3	-1.3	-0.8	-1.5	-0.6	0.6	-0.4	-28	-0.1
Other structures follow.
SMILES	NPR1 activator	GC-B act	SMARCA2 act	hcDAF12 agonist	DAX1 inh-1	ssDAF12 agonist	DAX1 inh-2	FXN GAA850 act	hgDAF-12 ag	sPLA2-III inh	proKLK7 act
O=C(NC(=S)NCCC1=CCCCC1)c1cccnc1	1	7	-1	-0.3	-0.2	-1.2	1.1	0.8	4.1	10	-0.4
COc1cc2c(cc1OC)CN(C(=O)c1cc(S(=O)(=O)N3CCOCC3)c(Cl)cc1Cl)CC2	-2	-2	-2	-2.7	-4.2	-1.2	-1.1	-0.8	-4.6	2	0.1
Cc1ccc(CN2CCN(/N=C/c3ccc(O)c(O)c3)CC2)cc1	3	-1	0	0.2	0.0	-1.3	-1.6	4.3	-1.1	-2	-0.3
COc1ccc([C@H]2CC(=O)C[C@@H](CCn3cc(-c4cccnc4)nn3)O2)cc1	0	-1	-5	-0.8	1.2	-0.5	x	x	-1.9	10	-0.2
CCCCN(C)c1c(C)nc2ccc(C(=O)Nc3cc(-c4ccccc4)ccc3OC)cn12	-10	-1	-2	-2.7	-1.0	-0.8	x	2.0	-0.7	-5	-3.3
